Screening data deposited in PubChem by several laboratories.
IDE cell inh = inhibits human insulin-degrading enzyme in HEK cells | 320,000 tested, 0.41% active | inhibition, % at 5.59 µM | P14735 | FAbetaB cleavage, fluorescence polarization;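 active = percent inhibition above the average of all tested compounds plus 3 SD, set per screening campaign, cut at about 16% in these data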;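 also: IDE supplied by intact live HEK cells; FP after avidin binding of uncleaved biotin substrate so inhibition keeps polarization high; 0% = DMSO wells and 100% = 60 µM reference IDE inhibitor Ii1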
IMP-1 inh = inhibitors of Pseudomonas aeruginosa IMP-1 metallo-beta-lactamase. purified IMP-1, nitrocefin hydrolysis, epi-absorbance fluorescence. inhibition, % at 5.6 µM. 290,000 tested, 0.45% active. AID 1556;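 active = inhibition above the mean plus 3 SD of all compounds in the same screening run, cut at about 4.5% in these data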;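 also: 0% = IMP-1 with DMSO and 100% = DMSO wells lacking enzyme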
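System – purified recombinant IMP-1 beta-lactamase · Input – IMP-1 dispensed at 0.2 nM · Timing – 15 min preincubation plus 25 min reaction at 25 °C · Signal – Epi-absorbance fluorescence, 480 nm excitation, 530 nm emission · Measure – percent IMP-1 inhibition derived from blank-referenced optical density · Controls – Enzyme-plus-DMSO low control, enzyme-free DMSO high control · Replication – singlicate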
NS3 helicase inh = inhibitors of Hepatitis C virus NS3 helicase | inhibition, % at 10.9 µM | 290,000 tested, 0.56% active | AID 1800 | NS3 helicase DNA unwinding, Cy5 molecular beacon fluorescence;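 active = inhibition above the mean of all tested compounds plus 3 SD, set per campaign, cut at about 35% in these data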;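 also: 0% = DMSO wells and 100% = thioflavine S control wells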
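test system = hepatitis C virus NS3 helicase domain fragment enzyme | reagent = annealed dual-labelled DNA beacon duplex, ATP-started | times = 1 h at 25 °C | detection = Cy5 fluorescence, 0 and 60 min reads | read-out basis = percent inhibition from t60/t0 fluorescence ratio | control set = DMSO and thioflavine S | replication = one well per compound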
VIM-2 inh = inhibitors of Pseudomonas aeruginosa VIM-2 metallo-beta-lactamase. AID 1527. inhibition, % at 5.6 µM. 290,000 tested, 0.89% active. purified VIM-2, nitrocefin hydrolysis, epi-absorbance fluorescence;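 active = inhibition above the mean of all tested compounds plus 3 SD, cutoff set per screening run, cut at about 7.5% in these data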;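 also: red hydrolysis product quenches plate fluorescence so inhibitors raise well fluorescence; 0% = enzyme with DMSO and 100% = DMSO without enzyme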
IDE act = activators of human insulin-degrading enzyme in cells | activation, % at 5.96 µM | HEK cells, FAbeta-B cleavage, fluorescence polarization; 0% vehicle, 100% cell-free pure enzyme wells | 340,000 tested, 0.073% active | AID 493087 | P14735;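 active = activation above the mean of all tested compounds plus 3 SD, set per screening campaign, cut at about 17% in these data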
pCIP destab = lowers stability of the mouse p/CIP coactivator protein | Q05BA5 | F442A p/CIP-EGFP cells, EGFP fluorescence, 16 h | decrease of EGFP signal, % at 10 µM | 290,000 tested, 0.01% active | AID 1984;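 active = EGFP signal decrease of at least 30% at 10 µM or well 3 SD below plate mean, unless failing retest; inactive = the rest, including hits failing retest or dose response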; also: some compounds called inactive have numbers as strong as hits; many of its hits are not listed in these tables
UBC9 SUMO inh = blocks human SUMOylation mediated by UBC9; P63279; HTRF SUMOylation assay, SAE1/SAE2 + UBC9, in vitro; inhibition, % at 35 µM; 290,000 tested, 0.36% active; AID 2006; in the data active = inhibition above about 50%, passing the limit was not always enough; also: strong numbers were not always called active
Target sequence (P63279 whole entry, looked up): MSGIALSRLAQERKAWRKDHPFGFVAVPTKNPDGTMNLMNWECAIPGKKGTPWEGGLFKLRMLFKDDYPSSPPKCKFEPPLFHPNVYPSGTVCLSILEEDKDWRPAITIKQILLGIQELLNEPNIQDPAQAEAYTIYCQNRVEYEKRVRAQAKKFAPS
CRFR2-BP antag = CRF-BP/CRF-R2 complex antagonism; inhibition, % at 11.8 µM; HEK293 CRF-R2/CRF-BP, CRF-induced calcium fluorescence; 350,000 tested, 0.59% active;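 active = inhibition of the ligand-induced calcium signal above about 50% at the single tested concentration, limit read from the data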
GalR3 antag = antagonists of human GalR3; O60755; HEK293 GalR3-CNG cAMP membrane potential fluorescence; galR3 body fused to GalR1 C-terminus; inhibition, % at 3 µM; 360,000 tested, 0.44% active; AID 651719;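 active = inhibition above the screen-wide average plus 3 SD, cut at about 13% in these data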;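 also: forskolin and galanin both at EC90 stimulate the cells; cAMP rise reported by CNG channel membrane potential dye signal; 0% = forskolin plus galanin with DMSO and 100% = forskolin alone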
Target sequence (O60755 1-299 limits assumed): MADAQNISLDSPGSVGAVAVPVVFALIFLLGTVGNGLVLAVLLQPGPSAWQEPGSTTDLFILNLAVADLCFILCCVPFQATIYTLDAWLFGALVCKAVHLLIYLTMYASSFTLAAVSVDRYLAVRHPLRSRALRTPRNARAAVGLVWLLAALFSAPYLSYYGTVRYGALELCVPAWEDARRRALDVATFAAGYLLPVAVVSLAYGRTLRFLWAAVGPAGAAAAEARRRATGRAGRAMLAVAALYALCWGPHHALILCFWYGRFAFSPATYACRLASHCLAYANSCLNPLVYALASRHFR
Active calls of the source: *.

What do the screens show for `Cc1nc(SCC(=O)NCCc2ccccc2)nc(C)c1C`?
IDE cell inh: -1; IMP-1 inh: -0.8; NS3 helicase inh: 2; VIM-2 inh: -1.0; IDE act: -1; pCIP destab: 1; UBC9 SUMO inh: 3; CRFR2-BP antag: -32; GalR3 antag: 3

Results for CCOC(=O)/C(C#N)=C1\C=CN(C)C(C)=N1 ?
IDE cell inh: -1; IMP-1 inh: -1.4; NS3 helicase inh: 9; VIM-2 inh: -3.1; IDE act: 5; pCIP destab: -8; UBC9 SUMO inh: 12; CRFR2-BP antag: -4; GalR3 antag: -2

How did CC(C)Nc1nc(-c2ccccn2)nc(-c2ccccc2)c1C#N do in these assays?
IDE cell inh: 2; IMP-1 inh: -2.2; NS3 helicase inh: 3; VIM-2 inh: -2.8; IDE act: -2; pCIP destab: 3; UBC9 SUMO inh: 9; CRFR2-BP antag: 27; GalR3 antag: -1

How did CC(=O)c1cccc(N(CC(=O)Nc2ccc(S(=O)(=O)N3CCCC3)cc2)S(C)(=O)=O)c1 do in these assays?
IDE cell inh: 4; IMP-1 inh: -1.3; NS3 helicase inh: -10; VIM-2 inh: -0.3; IDE act: 3; pCIP destab: 2; UBC9 SUMO inh: 3; CRFR2-BP antag: -10; GalR3 antag: -4

Results for CCOC(=O)C1=C(C)N(C)C(=O)NC1c1cc2c(cc1[N+](=O)[O-])OCO2 (stereo unspecified) ?
IDE cell inh: 5; IMP-1 inh: -0.1; NS3 helicase inh: -2; VIM-2 inh: 0.9; IDE act: 0; pCIP destab: 9; UBC9 SUMO inh: 42; CRFR2-BP antag: -4; GalR3 antag: -3

How did O=C(COc1ccccc1-c1ccccc1)c1ccccc1 do in these assays?
IDE cell inh: -2; IMP-1 inh: -0.7; NS3 helicase inh: -9; VIM-2 inh: -1.0; IDE act: -3; pCIP destab: 2; UBC9 SUMO inh: -25; CRFR2-BP antag: 9; GalR3 antag: -1

Results for N#CCSc1nnc(Cc2ccc3c(c2)OCO3)o1 ?
IDE cell inh: -3; IMP-1 inh: -2.9; NS3 helicase inh: -6; VIM-2 inh: -0.6; IDE act: 5; pCIP destab: -1; UBC9 SUMO inh: -1; CRFR2-BP antag: 9; GalR3 antag: -2

How did Cc1ccc(S(=O)(=O)N(C)C)cc1NC(=O)COC(=O)CC1CCCC1 do in these assays?
IDE cell inh: 0; IDE act: 5; CRFR2-BP antag: 6; GalR3 antag: -3

Results for CC(CCC(=O)O)(c1ccc(O)cc1)c1ccc(O)cc1 ?
IDE cell inh: 2; IDE act: 1; CRFR2-BP antag: -4; GalR3 antag: 0

Results for Cc1ccc(N2CC(C(=O)Nc3nnc(SCCN4CCOCC4)s3)CC2=O)cc1C (stereo unspecified) ?
IDE cell inh: 0; IMP-1 inh: -1.2; NS3 helicase inh: 3; VIM-2 inh: -1.2; IDE act: 3; pCIP destab: 8; UBC9 SUMO inh: 15; CRFR2-BP antag: -9; GalR3 antag: -3

Two entries drawn at random from the list so far, as already listed:
Results for CC(CCC(=O)O)(c1ccc(O)cc1)c1ccc(O)cc1 ?
IDE cell inh: 2; IDE act: 1; CRFR2-BP antag: -4; GalR3 antag: 0

What do the screens show for `Cc1nc(SCC(=O)NCCc2ccccc2)nc(C)c1C`?
IDE cell inh: -1; IMP-1 inh: -0.8; NS3 helicase inh: 2; VIM-2 inh: -1.0; IDE act: -1; pCIP destab: 1; UBC9 SUMO inh: 3; CRFR2-BP antag: -32; GalR3 antag: 3

(list continues)
How did OCc1ccccc1OCCCOc1cccc2cccnc12 do in these assays?
IDE cell inh: 1; IMP-1 inh: -4.0; NS3 helicase inh: -4; VIM-2 inh: -0.2; IDE act: 1; pCIP destab: -3; UBC9 SUMO inh: 2; CRFR2-BP antag: 23; GalR3 antag: -4

Results for Cc1ccc(S(=O)(=O)c2c(N)n(Cc3ccco3)c3nc4ccccc4nc23)cc1 ?
IDE cell inh: 7; IMP-1 inh: 1.8; NS3 helicase inh: 17; VIM-2 inh: 2.1; IDE act: -15; pCIP destab: -51; UBC9 SUMO inh: 27; CRFR2-BP antag: -7; GalR3 antag: -8

What do the screens show for `O=C(Cc1nnc(NC(=O)Nc2ccc(F)cc2)s1)NCc1ccccc1`?
IDE cell inh: 2; IMP-1 inh: -4.2; NS3 helicase inh: -6; VIM-2 inh: -3.2; pCIP destab: 1; UBC9 SUMO inh: 32; CRFR2-BP antag: -5; GalR3 antag: -3

What do the screens show for `CCCNC(=O)C(Cc1ccccc1F)NC(=O)c1ccc(C#N)cc1` (stereo unspecified)?
IDE cell inh: -2; IDE act: 4; CRFR2-BP antag: 8; GalR3 antag: -9

What do the screens show for `CCN(CC(=O)NC(=O)NCc1ccccc1)CC(=O)Nc1cc(Cl)ccc1C`?
IDE cell inh: 5; IDE act: 1; CRFR2-BP antag: -8; GalR3 antag: -2

How did COc1cc(/C=C/C(=O)c2ccc(O)cc2)ccc1OCC#N do in these assays?
IDE cell inh: 0; IMP-1 inh: -1.0; NS3 helicase inh: -8; VIM-2 inh: 1.9; IDE act: 8; pCIP destab: 10; UBC9 SUMO inh: -17; CRFR2-BP antag: -10; GalR3 antag: 2

Results for CC1C(=O)N2CCCc3cc(NS(=O)(=O)c4ccccc4)cc1c32 (stereo unspecified) ?
IDE cell inh: -6; IDE act: 2; CRFR2-BP antag: -11; GalR3 antag: -10

Results for Cc1ccc(NC(=O)N2CCC(O)(c3cccnc3)CC2)cc1 ?
IDE cell inh: -4; IMP-1 inh: 0.0; NS3 helicase inh: -4; VIM-2 inh: 1.1; IDE act: 1; pCIP destab: 4; UBC9 SUMO inh: 4; CRFR2-BP antag: 31; GalR3 antag: 3

How did O=C(NCc1ccccc1)[C@@H]1CSC2c3ccccc3C(=O)N21 (stereo partly specified) do in these assays?
IDE cell inh: 2; IMP-1 inh: -2.5; NS3 helicase inh: -2; VIM-2 inh: -1.2; IDE act: 5; pCIP destab: -10; UBC9 SUMO inh: 9; CRFR2-BP antag: 6; GalR3 antag: -3

Results for Cc1cc(NC(=O)CN2C(=O)N(C)C3(CCCCC3)C2=O)ccc1Br ?
IDE cell inh: 1; IDE act: 2; CRFR2-BP antag: -9; GalR3 antag: -4

How did CSc1ccc(C2(O)Cc3cccc[n+]3C2c2ccccc2)cc1 (stereo unspecified) do in these assays?
IDE cell inh: -1; IMP-1 inh: -1.4; NS3 helicase inh: -9; VIM-2 inh: -3.2; IDE act: 2; pCIP destab: -1; UBC9 SUMO inh: 10; CRFR2-BP antag: -8; GalR3 antag: 1

Results for Cc1cc(C(=O)NNC(=O)C(CCC(N)=O)NS(=O)(=O)c2ccc(Cl)cc2)c(C)o1 (stereo unspecified) ?
IDE cell inh: 8; IDE act: 3; CRFR2-BP antag: 67*; GalR3 antag: -4

How did COc1ccc(CC(=O)N(C)Cc2ccc(Cl)cc2)cc1S(=O)(=O)N1CCOCC1 do in these assays?
IDE cell inh: 2; IDE act: 0; CRFR2-BP antag: 3; GalR3 antag: -2

How did CCN(CC)c1ccc(NC(=O)/C=C\c2ccccc2Cl)cc1 do in these assays?
IDE cell inh: 3; IMP-1 inh: 1.8; NS3 helicase inh: -15; VIM-2 inh: 2.7; IDE act: 6; pCIP destab: 1; UBC9 SUMO inh: -16; CRFR2-BP antag: 2; GalR3 antag: -10

How did COC(=O)c1ccccc1NC(=O)c1cnn2c(C)cc(C)nc12 do in these assays?
IDE cell inh: 0; IMP-1 inh: -1.3; NS3 helicase inh: -2; VIM-2 inh: 0.0; IDE act: 3; pCIP destab: -3; UBC9 SUMO inh: 8; CRFR2-BP antag: -8; GalR3 antag: -3

Results for COc1ccc(C2CC3(CC(C)(C)NC(=O)N3)Oc3cc(O)ccc32)cc1 (stereo unspecified) ?
IDE cell inh: 2; IMP-1 inh: 3.3; NS3 helicase inh: -11; VIM-2 inh: 0.4; IDE act: 0; pCIP destab: -3; UBC9 SUMO inh: 6; CRFR2-BP antag: -24; GalR3 antag: -4

Results for COc1ccc(-c2nnc(SCC(=O)O)n2C)cc1OC ?
IDE cell inh: 9; IMP-1 inh: -0.8; NS3 helicase inh: 0; VIM-2 inh: -0.9; IDE act: 2; pCIP destab: 3; UBC9 SUMO inh: 5; CRFR2-BP antag: 6; GalR3 antag: -12

What do the screens show for `Cc1nc(-c2ccc(C(F)(F)F)cc2)sc1C(=O)NN`?
IDE cell inh: 1; IMP-1 inh: -2.3; NS3 helicase inh: 11; VIM-2 inh: -1.9; IDE act: 0; pCIP destab: 0; UBC9 SUMO inh: 6; CRFR2-BP antag: -1; GalR3 antag: 8

What do the screens show for `Nc1ccn(CC(=O)NCCCc2ccccc2)c(=O)n1`?
IDE cell inh: 4; IDE act: -4; CRFR2-BP antag: 2; GalR3 antag: -2

How did Cc1nn(CC(=O)Nc2ccc(Br)cc2F)c(=O)c2cccn12 do in these assays?
IDE cell inh: -3; IMP-1 inh: -1.0; NS3 helicase inh: 4; VIM-2 inh: -2.9; IDE act: -3; pCIP destab: 0; UBC9 SUMO inh: 5; CRFR2-BP antag: 8; GalR3 antag: 3

Results for CCOc1ccc(Br)cc1S(=O)(=O)Nc1ccc(C(=O)OCC(=O)N(C)c2ccccc2)cc1 ?
IDE cell inh: -1; IMP-1 inh: -2.0; NS3 helicase inh: -6; VIM-2 inh: -2.2; IDE act: 6; pCIP destab: 1; UBC9 SUMO inh: 9; CRFR2-BP antag: 3; GalR3 antag: 5

How did Cc1cccc(C(=O)N2CC3(C)CC2CC(C)(C)C3)c1 (stereo unspecified) do in these assays?
IDE cell inh: 1; IMP-1 inh: 0.6; NS3 helicase inh: -6; VIM-2 inh: -2.3; IDE act: -1; pCIP destab: -9; UBC9 SUMO inh: 3; CRFR2-BP antag: 2; GalR3 antag: -11

Results for N#Cc1ccsc1NC(=O)CN1CCN(Cc2ccccc2)CC1 ?
IDE cell inh: 3; IMP-1 inh: -3.3; NS3 helicase inh: -3; VIM-2 inh: -5.2; IDE act: 6; pCIP destab: -3; UBC9 SUMO inh: -3; CRFR2-BP antag: 8; GalR3 antag: -6

What do the screens show for `Cc1ccc(NC(=O)C(c2ccccc2)c2ccccc2)c(O)c1`?
IDE cell inh: -10; IMP-1 inh: -1.6; NS3 helicase inh: -10; VIM-2 inh: -3.6; IDE act: 2; pCIP destab: -2; UBC9 SUMO inh: -11; CRFR2-BP antag: 15; GalR3 antag: 0

How did Cc1nc(-c2ccncc2)sc1C(=O)Nc1ccc(Cl)cc1 do in these assays?
IDE cell inh: 1; IMP-1 inh: -3.4; NS3 helicase inh: 1; VIM-2 inh: -2.1; IDE act: 3; pCIP destab: -7; UBC9 SUMO inh: 24; CRFR2-BP antag: -18; GalR3 antag: -3
